# From PubChem
# p53 reactivation: re-activators of mutant p53; H1299 p53-A138V BP100-luciferase reporter, luminescence, 24 h; Potency, µM (doses to about 92.2 µM), inactives show at the top dose activity change, positive = activation, most hits filed as activators; 320,000 compounds, 0.063% hits; AID 504706; also: % of control where 0% means no effect; nearly all actives have a fitted effect of over 45% in size
#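 p53-null H1299 cells stably carrying temperature-sensitive p53-A138V and a BP100-luciferase reporter were pinned with compounds (4-point, 1:5 series) and held 24 hrs at 37 deg C. Luminescence was read 10 min after detection reagent.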
# MBNL1 CUG block: inhibitors of human MBNL1 binding to CUG repeat RNA. Q9NR56. 280,000 compounds, 0.036% hits. TR-FRET MBNL1-His/biotin-(CUG)12 binding, 665/545 ratio. Potency, µM (titrated, usually from 57.5 µM), inactives show top-dose activity change, negative = inhibition, most hits filed as inhibitors; active = well fitted inhibition curve with a large enough effect in the signal ratio, with a control signal flat, not every such curve was filed as active; inconclusive = small, poorly fitted or top-dose-only effect, or effect the other way, or a change in a side signal; inactive = no such curve, though single readings can be large or run the other way; the % refers to the signal ratio; also: % is scaled to controls: 0 for no effect and ±100 for the full control effect
#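 Compound titration spanned 92 nM–58 uM against the MBNL1-His/biotin-(CUG)12 complex. After 60 min at room temperature with 5 nM streptavidin-XL665 and 0.055 ng/ul terbium anti-His, ratiometric 665/545 nm emission (Ex 340 nm) normalized to controls.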
# BRCA1 expr act: activators of BRCA1 expression; MCF7-BRCA1-FFLuc reporter, luminescence, 48 h; response scale: scaled: vehicle 0%, 10 µM genistein 100%; Potency, µM (doses to about 46.1 µM), for inactives: at the highest dose activation, hits mostly activators; 380,000 compounds, 1.1% hits; AID 624202; also: nearly all actives have a fitted effect of over 80% in size; some results filed as inactive show a strong effect at the top dose
#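 Compounds are tested at multiple concentrations on MCF7 BRCA1-luciferase reporter cells seeded at 2000 per well; after 48 h, a single luminescence end-point is taken and curves fitted to the normalized data.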
# NPC1 prom act: activators of NPC1 promoter; Huh7 NPC1 promoter luciferase reporter, 24 h; Potency, µM (titrated, usually from 9.22 µM), without a hit: at the highest dose activation, actives largely listed as activators; 320,000 compounds, 2.4% hits; AID 485313;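 also: % of control where 0% means no effect; nearly all actives have a fitted effect of over 60% in size; reporter is driven by a mutant NPC1 promoter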
#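 Luminescence from an NPC1 promoter-driven luciferase reporter in stably transfected Huh7 cells was measured after 24 h compound treatment at 37 °C, followed by 10 min ambient incubation with luciferase detection reagent.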
# uPA surface inh: inhibitors of cell surface uPA generation; 330,000 compounds, 0.31% hits; cell surface uPA generation assay, qHTS; AID 540303; Potency, µM (doses to about 38.3 µM), inactives show top-dose activity change, negative = inhibition, most hits filed as inhibitors; active = well fitted inhibition curve with a large enough effect; inconclusive = small, poorly fitted or top-dose-only effect; inactive = no such curve, though single readings can be large or run the other way; tested in mouse RAW 264.7 cells; also: % is scaled to controls: 0 for no effect and ±100 for the full control effect; nearly all actives have a fitted effect of over 55% in size
# ELG1 genotoxic: inducers of genotoxicity in HEK293T ELG1-luciferase cells; HEK293T ELG1-luciferase reporter, luminescence, 16 h; Potency, µM (top dose mostly 46 µM), without a hit: at the highest dose activity change, positive = activation, most hits filed as activators; 330,000 compounds, 1.3% hits; AID 504466; also: % of control where 0% means no effect; nearly all actives have a fitted effect of over 60% in size
#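 ELG1-luciferase HEK293T cells, 2,000/well; compound pinned in; 16 hr, 37 °C, 5% CO2; ONE-Glo, 30 min RT; luminescence on CCD imager.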
# VP16 counter: inhibits Gal4-VP16 luciferase reporter, ROR gamma counter-screen. Drosophila S2 Gal4-VP16 UAS-luciferase, luminescence, 20 h. Potency, µM (top dose mostly 53.6 µM), inactives show top-dose activity, negative = inhibition, usual class: inhibitors. 310,000 compounds, 3.5% hits. AID 2546;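 also: Gal4-VP16 expression switched on by copper sulfate through the metallothionein promoter; % is scaled to controls: 0 for no effect and ±100 for the full control effect; nearly all actives have a fitted effect of over 50% in size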
# Rab9 prom act: activates the Rab9 promoter | Huh7 Rab9 promoter-luciferase reporter, luminescence, 24 h | Potency, µM (top dose mostly 9.22 µM), without a hit: at the top dose activation, negative = inhibition, actives largely listed as activators | 320,000 compounds, 2.8% hits | AID 485297; also: % of control where 0% means no effect; nearly all actives have a fitted effect of over 60% in size
#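 Luciferase signal after 10 min detection reagent at ambient indicates Rab9 promoter upregulation; stably transfected Huh7 cells were treated 24 h with compound in DMSO at 37 °C, 5% CO2.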
# CXXC DNA block: blocks binding of human MLL CXXC domain to DNA; 290,000 compounds, 0.037% hits; MLL-CXXC / FITC-HOXA9 DNA fluorescence polarization; Q03164; Potency, µM (top dose mostly 115 µM), for inactives: top-dose activity change, negative = inhibition, most hits filed as inhibitors; active = well fitted inhibition curve with a large enough effect in the polarisation, with a control signal flat, not every such curve was filed as active; inconclusive = small, poorly fitted or top-dose-only effect, or effect the other way, or a change in a side signal; inactive = no such curve, though single readings can be large or run the other way; the % refers to the polarisation
#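 Purified MLL-CXXC (added from a 7 uM solution) was preincubated 5 min at ambient with pinned compounds in 50 mM Tris-HCl pH 7.5, 50 mM NaCl, 1 mM DTT, 0.05% BSA. Fluorescein-labeled HOX-A9 DNA (50 nM solution) followed, 30 min, then polarization read.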
# RORgamma inh: ROR gamma (mouse) transcription inhibition. P51450. Drosophila S2 Gal4-RORgamma UAS-luciferase reporter, 20 h. Potency, µM (highest dose often 53.6 µM), inactives show at the highest dose activity change, negative = inhibition, most hits filed as inhibitors. 310,000 compounds, 5.4% hits; also: % is scaled to controls: 0 for no effect and ±100 for the full control effect; nearly all actives have a fitted effect of over 60% in size
# Target sequence (P51450 whole entry, looked up, the tested form may be a part): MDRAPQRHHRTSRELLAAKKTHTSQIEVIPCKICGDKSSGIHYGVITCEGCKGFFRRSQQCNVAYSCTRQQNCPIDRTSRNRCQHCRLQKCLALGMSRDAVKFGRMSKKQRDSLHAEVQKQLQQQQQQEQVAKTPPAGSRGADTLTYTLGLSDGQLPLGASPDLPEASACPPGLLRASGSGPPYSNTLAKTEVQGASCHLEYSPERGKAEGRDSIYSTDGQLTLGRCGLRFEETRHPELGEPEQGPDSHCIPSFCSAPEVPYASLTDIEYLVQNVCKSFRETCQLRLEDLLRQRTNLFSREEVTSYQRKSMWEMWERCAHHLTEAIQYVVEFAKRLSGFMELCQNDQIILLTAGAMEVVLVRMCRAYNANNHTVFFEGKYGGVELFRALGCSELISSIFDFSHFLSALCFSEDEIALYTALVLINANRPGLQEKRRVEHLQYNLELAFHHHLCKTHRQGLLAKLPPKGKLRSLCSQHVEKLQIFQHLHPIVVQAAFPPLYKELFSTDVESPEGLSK
#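 Drosophila Schneider cells stably carrying a metallothionein-driven Gal4 DBD–ROR gamma fusion and a UAS-Photinus luciferase reporter were exposed to compound for 1 hr, then induced with copper sulfate (700 uM final) for 20 hr at ambient temperature before luminescence reading.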
# FLuc modulator: inhibits or activates purified firefly luciferase, miR-21 counter-screen. P08659. purified FLuc, Km substrates, luminescence inhibition. Potency, µM (titrated, usually from 57.5 µM), for inactives: at the top dose activity change, negative = inhibition, hits mostly inhibitors. 360,000 compounds, 6.9% hits;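 also: plate controls were vehicle for no effect and reference inhibitor for full effect; nearly all actives have a fitted effect of over 55% in size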
# Target sequence (P08659 whole entry, looked up): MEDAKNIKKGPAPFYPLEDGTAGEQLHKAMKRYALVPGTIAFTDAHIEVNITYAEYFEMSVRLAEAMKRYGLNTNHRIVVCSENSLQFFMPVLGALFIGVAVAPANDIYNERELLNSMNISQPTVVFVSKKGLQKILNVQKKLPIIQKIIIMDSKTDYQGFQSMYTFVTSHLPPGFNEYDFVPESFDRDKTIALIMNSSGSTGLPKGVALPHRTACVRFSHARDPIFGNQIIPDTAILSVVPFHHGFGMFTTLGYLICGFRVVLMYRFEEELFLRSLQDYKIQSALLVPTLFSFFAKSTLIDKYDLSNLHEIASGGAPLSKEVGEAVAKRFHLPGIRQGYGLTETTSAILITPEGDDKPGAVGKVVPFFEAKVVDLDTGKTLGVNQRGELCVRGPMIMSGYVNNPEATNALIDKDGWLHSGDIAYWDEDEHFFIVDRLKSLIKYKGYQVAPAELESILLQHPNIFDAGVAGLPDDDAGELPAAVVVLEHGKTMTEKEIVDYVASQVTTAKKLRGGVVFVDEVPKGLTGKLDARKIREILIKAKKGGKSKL
#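 Biochemical qHTS of compounds, final roughly 60 µM downward over six points, against 10 nM purified firefly luciferase using Km concentrations of substrates (10 uM D-luciferin, 10 uM ATP) in Tris acetate pH 7.5 buffer; luminescence output.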
# * marks the source's active call; other numbers are inactive results; ? = inconclusive; . = not tested or not shown; [ ] = remark or other dose. Unless noted, calls follow the shape of the dose curve; as a rule, active = well fitted curve in the direction sought with a large enough effect; inconclusive = small, poorly fitted or top-dose-only effect, or another doubt; inactive = no such curve, though single readings can be large; an effect the other way counts as inactive or inconclusive. Potency is read from the fitted curve at half-maximal effect. A portion of the library; the hit share may differ from the screen's.
SMILES,p53 reactivation,MBNL1 CUG block,BRCA1 expr act,NPC1 prom act,uPA surface inh,ELG1 genotoxic,VP16 counter,Rab9 prom act,CXXC DNA block,RORgamma inh,FLuc modulator
O=S1(=O)CC/C(=N\Nc2ccccc2)c2ccsc21,-2%,?,-37%,1%,-55%,7%,26%[10 µM],-1%,8%,?,?
CC(C)NC(=O)c1ccc(-n2c(=S)[nH]c3ccccc3c2=O)cc1,-12%,2%,.,-3%,.,5%,-10%,-1%,10%,-12%,4%
COc1ccc(C(=O)CSc2nc(SC)ns2)cc1OC,.,9%,-26%,.,-9%,.,22%,.,27%,-9%,-16%
COc1ccc(C(C)=O)cc1COC(=O)c1cc(=O)c2ccccc2o1,-3%,23%,-2%,-2%,0%,0%,-19%,1%,4%,-27%,1%
CC(C)Sc1cc(N2CCCC2)nc(-c2ccccc2)n1,7%,2%,-28%,1%,6%,2%,-8%,-1%,0%,-3%,1%
O=S(Cc1ccc(Cl)cc1)CC(O)COc1ccc(Cl)cc1 (stereo not given),-4%,0%,-7%,-11%,.,2%,-3%,1%,4%,42%,4%
CCCC(=O)NC(=S)Nc1ccc(N2CCN(C(=O)c3cccs3)CC2)cc1,-5%,-3%,-3%,-2%,-8%,-15%,?,-11%,6%,7.9µM*,-5%
O=C(COC(=O)c1ccc(Cl)c(S(=O)(=O)N2CCCCC2)c1)NCCc1ccccc1,-1%,.,6%,1%,4%,-4%,.,-1%,.,.,-2%
CC(C)(C)c1cn(-c2ccc(F)cc2)c(=S)[nH]1,-1%,-2%,-2%,-1%,2%,0%,10µM*,-11%,-6%,8.9µM*,-14%
CC(C)c1nnc(NC(=O)c2ccc(S(=O)(=O)N3CCOCC3)cc2)s1,9%,-5%,2%,11%,6%,?,9%,-6%,3%,15%,2%
COc1cccc2cc(-c3nnc(SCC(=O)Nc4cc(C(F)(F)F)ccc4Cl)n3N)oc12,-3%,-3%,-6%,-1%,2%,10%,?,-4%,20%,0%,1%
Cc1ccc(C(=O)OCC(=O)NCC2CCCO2)c(C)c1 (stereo not given),10%,-3%,0%,-1%,1%,4%,-17%,17%,-3%,19%,-8%
O=C(OCc1ccccc1)/C(=C/c1cccc(Br)c1)NC(=O)c1ccco1,.,6%,-37%,-1%,-13%,-5%,.,-2%,-15%,.,1%
CCCCCCNC(=O)CC(c1ccccc1)c1cc(Br)ccc1O (stereo not given),-13%,-21%,-85%,-4%,-4%,-9%,10µM*,-1%,-19%,2.8µM*,-10%
CCn1c2ccccc2c2cc(NC(=O)CSc3nnc(-c4ccc(OC)c(OC)c4)n3N)ccc21,-2%,11%,0%[1.84 µM],1%,-1%,-13%,-7%,-10%,26%,?,0%
O=C(CCN1C(=O)/C(=C/c2ccccc2Cl)SC1=S)NC1CCCC1,-12%,6%,-9%,-22%,-2%,-3%,-1%,-6%,14%,-45%,-1%
Cc1ccc(S(=O)(=O)N(C)C)cc1NC(=O)COC(=O)c1ccc2ccccc2n1,6%,.,-1%,0%,-13%,0%,.,-3%,.,.,-13%
CCCCc1cc2c(cn1)=C(OC(=O)c1cnc3ccccc3n1)C(C)(OC(=O)CC)C(=O)C=2 (stereo not given),-1%,16%,9%,0%,19%,0%,-1%,-1%,-1%,-6%,4%
CCCc1cc(=O)oc2cc(OCC(=O)N(C)C)c(Cl)cc12,2%,-7%,20%,0%,4%,17%,7%,9%,4%,-5%,3%
O=C1c2ccccc2CCCC12N=NCC2c1cccc2ccccc12 (stereo not given),0%,2%,-42%,-5%,6%,-6%,-18%,1%,-3%,8%,-1%
Cc1ccc(Nc2nnc(SCC3CCCCO3)s2)cc1 (stereo not given),18%,-4%,49%,24%,0%,14%,5%,?,-5%,?,?
CC(=O)c1ccc(-n2c(=O)[nH]c(=O)c3c(N)c(C(=O)c4ccc(Cl)cc4)sc32)cc1,0%,76%[activator],-47%,-4%,5%,14%,?,-5%,-14%,-3%,6%
COc1ccccc1C(=O)COC(=O)c1cc([N+](=O)[O-])ccc1N1CCOCC1,-9%,.,-36%,1%,-8%,-1%,.,-5%,.,.,7%
Cc1onc(-c2c(Cl)cccc2Cl)c1C(=O)Nc1ccc(C(N)=O)cc1,-6%,-8%,-6%,1%,3%,-15%,-1%,2%,7%,12%,3%
CN(C)c1ccc(C(=O)Nc2cccc(S(=O)(=O)N3CCCC3)c2)cc1,?,.,67%,23%,-15%,1%,.,?,.,.,1.7µM*
SMILES,p53 reactivation,MBNL1 CUG block,BRCA1 expr act,NPC1 prom act,uPA surface inh,ELG1 genotoxic,VP16 counter,Rab9 prom act,CXXC DNA block,RORgamma inh,FLuc modulator
CCCC(c1nnnn1Cc1ccccc1)N1CCN(c2ccccc2OC)CC1 (stereo not given),2%,8%,-23%,-1%,8%,1%,0%,1%,-3%,?,5%
CC(O)COc1ccc(/C(=N/O)c2ccccc2)cc1 (stereo not given),28%,-4%,38%,1%,1%,0%,9%,-2%,4%,23%,?
CCOC(=O)c1c(C)[nH]c(C)c1C(=O)COC(=O)c1nc2nccc(C)n2n1,-4%,.,5%,-7%,3%,0%,0%,1%,13%,0%,-1%
O=C(CNC(=O)/C(=C\c1ccc(Br)cc1)NC(=O)c1ccccc1)OCc1ccccc1,-12%,-3%,-28%,-2%,6%,0%,-26%,-1%,3%,19%,6%
C=CCn1c(SCC(=O)Nc2ccc(S(N)(=O)=O)cc2)nnc1-c1cnccn1,1%,0%,1%,-1%,-2%,0%,10%,-4%,4%,-6%,0%
O=C(c1ccc2c3n(nc2c1)-c1ccc(Cl)cc1CO3)N1CCCCC1,?,?,?,2.2µM*,?,?,9%,1.8µM*,-3%,-11%,5.4µM*
Cn1c(NCc2ccco2)nc2ccccc21,28%,-10%,95%,19%,.,?,18%,20%,-2%,24%,?
Cc1ccc(S(=O)(=O)N2CCC(=O)N(C(COCc3ccc(Cl)cc3)C(C)C)CC2)cc1 (stereo not given),1%,20%,-14%,-4%,-28%,0%,-1%,-6%,2%,2%,-3%
O=C1c2cccnc2C(=O)N1Cc1ccc2c(c1)OCO2,-4%,?,-15%,8%,.,3%,-3%,-6%,-10%,-5%,1%
CCSc1nnc(NC(=O)CSc2nnc(-c3c[nH]c4ccccc34)n2C)s1,-2%,10%,-13%,2%,4%,0%,3%,0%,-1%,?,-13%
CN(Cc1ccco1)C(=O)C(Cc1ccccc1)NS(=O)(=O)c1ccc2c(c1)CCC(=O)N2 (stereo not given),2%,-5%,0%,0%,-16%,-3%,3%,1%,-19%,4%,0%
CCC(C)n1c(NC(=O)c2ccccc2)c(C#N)c2nc3ccccc3nc21 (stereo not given),-8%,6%,-69%,-3%,-17%,-11%,?,-4%,-9%,10µM*,2%
COC(=O)c1ccccc1NC(=O)CNC(=O)c1ccc(OC)c(OC)c1,-4%,0%,16%,-2%,7%,-4%,4%,-11%,-12%,30%,7%
COc1ccc(Br)cc1S(=O)(=O)N(CC(=O)N1CCN(C)CC1)c1ccccc1,1%,2%,-4%,-24%,-9%,4%,6%,11%,10%,1%,-3%
CN(CCc1cn[nH]c1)Cc1nc(Cc2ccccc2)no1,3%,0%,2%,1%,0%,-2%,?,-3%,-13%,?,-18%
CCC1Nc2ncnc(N3CCCCC3)c2N(Cc2ccc(Br)cc2)C1=O (stereo not given),3%,.,-35%,0%,-19%,-9%,.,0%,.,.,2%
Cc1cc(C(=O)CSc2nn3c(=O)c(C(C)(C)C)nnc3s2)c(C)n1C1CC1,-2%,7%,9%,-3%,-6%,-4%,-9%,0%,-5%,-1%,-19%
CCOC(=O)c1nnn(CC(=O)NC(=O)Nc2ccccc2)c1C(=O)OCC,-1%,7%,-1%,0%,-9%,1%,-3%,3%,-1%,20%,5%
COc1ccc2[nH]cc(C3N4CC5(C)CN3CC(C)(C4)C5=O)c2c1 (stereo not given),3%,1%,-39%,-3%,1%,0%,-12%,0%,-20%,4%,3%
CCCc1oc(C(=O)O)cc1CN1CCCC1,0%,-3%,1%,-4%,-9%,2%,-2%,19%,8%,1%,0%
CCOc1ccc(Nc2cc(Nc3ccccc3OCC)nc(C=C(C#N)C#N)n2)cc1,-1%,.,-9%,2%,2%,1%,-1%,-2%,3%,2%,-2%

# Taken from above:
# Reading for Cc1ccc(S(=O)(=O)N2CCC(=O)N(C(COCc3ccc(Cl)cc3)C(C)C)CC2)cc1 (stereo not given) in FLuc modulator: -3%
# Reading for CN(CCc1cn[nH]c1)Cc1nc(Cc2ccccc2)no1 in BRCA1 expr act: 2%
